KCNQ2 inh: KCNQ2 channel blockers in CHO-K1 cells – cell-based, FluxOR thallium flux, B-score, primary screen (AID 2156); O88943; 20 min; hits give low values; 310,000 tested, 1.1% active; B-score at 10 µM;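 active means fluorescence ratio B-score at most minus 3 library SDs, with starting brightness B-score within 2 library SDs, cut at about -5.5 in these data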
Kir21 block: inhibitors of mouse Kir2.1 inward-rectifier potassium channel | P35561 | HEK293-Kir2.1, FluxOR thallium flux fluorescence; hits give low values | B-score at 10 µM | 310,000 tested, 0.85% active;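 active means fluorescence ratio B-score at or below minus 3 SD of library scores, with starting-brightness B-score within 2 SD, cut at about -4.2 in these data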;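 further: channel flux triggered by added potassium and thallium sulfate stimulus; B-score of peak minus minimum fluorescence over baseline after thallium stimulus; more negative B-score means stronger Kir2.1 block with less thallium influx; some compounds called inactive have numbers as strong as hits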
Target sequence (P35561 whole entry, looked up): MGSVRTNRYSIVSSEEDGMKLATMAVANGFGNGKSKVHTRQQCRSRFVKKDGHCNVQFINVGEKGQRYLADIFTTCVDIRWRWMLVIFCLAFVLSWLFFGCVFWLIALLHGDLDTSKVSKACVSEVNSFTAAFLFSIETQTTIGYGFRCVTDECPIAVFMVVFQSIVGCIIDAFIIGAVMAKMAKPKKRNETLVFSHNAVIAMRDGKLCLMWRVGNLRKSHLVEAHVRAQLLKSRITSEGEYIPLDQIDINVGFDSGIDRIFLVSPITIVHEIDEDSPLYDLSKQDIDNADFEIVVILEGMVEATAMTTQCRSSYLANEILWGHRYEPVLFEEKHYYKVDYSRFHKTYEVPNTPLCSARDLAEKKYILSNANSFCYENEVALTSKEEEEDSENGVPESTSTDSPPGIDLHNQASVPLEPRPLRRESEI
Numbers without * were called inactive.

N#Cc1ccc(CSc2nnc(Cc3cccs3)n2Cc2ccco2)cc1 was read as KCNQ2 inh inactive and Kir21 block -6.1*.
Cc1ccc(-n2nnnc2-c2cccc(C)c2)cc1 was read as KCNQ2 inh inactive and Kir21 block 0.68.
`COc1ccc(C(C(=O)NC2CCCCC2)N(Cc2ccco2)C(=O)c2snc(C(N)=O)c2N)cc1` (stereo not drawn) gave KCNQ2 inh inactive and Kir21 block 0.54.
Screening Fc1ccc(-n2c(=S)[nH]c3cccnc32)cc1 returned KCNQ2 inh inactive and Kir21 block -0.11.
Screening Cc1ccc(S(=O)(=O)NC(=O)c2ccccc2)cc1C(C)C returned KCNQ2 inh inactive and Kir21 block -0.05.
`CCc1ccc(CN(C(=O)c2oc3ccccc3c2C)C2CCS(=O)(=O)C2)cc1` (stereo not drawn) gave KCNQ2 inh inactive and Kir21 block -2.8.
CCN(CC)S(=O)(=O)c1ccc(Cl)c(NC(=O)c2ccccc2C)c1 was read as KCNQ2 inh inactive and Kir21 block 0.74.
For CCCCc1cc(=O)oc2c(C)c(OCC(=O)NCc3ccccn3)ccc12 the results were KCNQ2 inh inactive and Kir21 block -0.76.
Screening COc1ccc(/C=C2\CCc3ccccc3C2=O)c(OC)c1OC returned KCNQ2 inh inactive and Kir21 block -0.05.
Screening CCN(CC)S(=O)(=O)c1ccc(C)c(NC(=O)Cn2c(=O)cnc3ccccc32)c1 returned KCNQ2 inh inactive and Kir21 block -0.83.
For O=c1cc(CSc2ccc(Cl)cc2)nc2nc[nH]n12 the results were KCNQ2 inh inactive and Kir21 block 1.2.
For O=S(=O)(NCCCN1CCOCC1)c1ccc(Cl)cc1 the results were KCNQ2 inh inactive and Kir21 block -0.03.
CCN1CC(CN(C)Cc2cn(-c3ccc(C)cc3)nc2-c2ccc(F)cc2)CC1=O (stereo not drawn) was read as KCNQ2 inh inactive and Kir21 block 1.1.
CN1c2ccc(Cl)cc2C(=O)NC1C1CC=CCC1 (stereo not drawn) was read as KCNQ2 inh inactive and Kir21 block -0.22.
`COc1ccccc1NC(=O)CSc1nc2sc(C)c(C)c2c(=O)n1C` gave KCNQ2 inh inactive and Kir21 block 1.
`COc1ccc(C(O)c2nc3ccccc3n2C)cc1OC` (stereo not drawn) gave KCNQ2 inh inactive and Kir21 block 2.4.
Screening CC(=O)c1cccc(NC(=O)NC(C)c2ccc3c(c2)OCO3)c1 (stereo not drawn) returned KCNQ2 inh inactive and Kir21 block -2.6.
For O=C(NCC(=O)N(CC1CCCO1)C(C(=O)NC1CCCC1)c1ccc(F)cc1)c1ccco1 (stereo not drawn) the results were KCNQ2 inh inactive and Kir21 block 2.
`O=C(OCC1OC2OC3(CCCCC3)OC2C2OC3(CCCCC3)OC12)c1ccccc1` (stereo not drawn) gave KCNQ2 inh inactive and Kir21 block -2.3.
For O=C(CSc1n[nH]c(-c2ccccc2Br)n1)NCCN1C(=O)CSC1=O the results were KCNQ2 inh inactive and Kir21 block 1.9.
`CCOc1ccccc1NC(=O)Cn1nnc(C(=O)Nc2ccc(C)cc2)c1N` gave KCNQ2 inh inactive and Kir21 block 1.4.
For Fc1ccc(Cn2cc(C(=S)N3CCOCC3)c3ccccc32)cc1 the results were KCNQ2 inh inactive and Kir21 block 0.29.
`CCOC(=O)C1CCN(S(=O)(=O)c2ccc(C)cc2)CC1` gave KCNQ2 inh inactive and Kir21 block -0.05.
Screening CC1CCN(Cc2nc(-c3ccc(Cl)cc3)no2)CC1 returned KCNQ2 inh inactive and Kir21 block 0.15.
O=C(COC(=O)/C=C/c1nc2ccccc2s1)Nc1cccc(Cl)c1Cl was read as KCNQ2 inh inactive and Kir21 block 0.12.
For CCCC(CCC(=O)Nc1cccc([N+](=O)[O-])c1)C(=O)O (stereo not drawn) the results were KCNQ2 inh inactive and Kir21 block 2.
Screening CC(C)NC(=O)c1ccc2c(c1)nnn2C returned KCNQ2 inh inactive and Kir21 block -0.61.
Screening C=C(C)COc1ccc2c(C)c(C)c(=O)oc2c1OCC(=C)C returned KCNQ2 inh inactive and Kir21 block 1.
For CC(=O)OCC(=O)c1c[nH]c2ccccc12 the results were KCNQ2 inh inactive and Kir21 block -1.2.
Screening CCCCn1nnnc1SCC(=O)Nc1ccc(C)cc1 returned KCNQ2 inh inactive and Kir21 block 0.15.
For Cc1cccc(NS(=O)(=O)c2ccc(Cl)cc2)n1 the results were KCNQ2 inh inactive and Kir21 block 0.03.
`COc1ccc(-c2ccc(-c3nnc(Cc4ccc(OC)c(OC)c4)o3)cc2)cc1` gave KCNQ2 inh inactive and Kir21 block 1.3.
`Cc1ccc(S(=O)(=O)N2CCCC(c3nc4c(nnn4Cc4ccc5c(c4)OCCO5)c(=O)[nH]3)C2)cc1` (stereo not drawn) gave KCNQ2 inh inactive and Kir21 block -0.25.
O=C1C2CC=CCC2C(=O)N1c1ccc(NCCc2ccccc2)c([N+](=O)[O-])c1 (stereo not drawn) was read as KCNQ2 inh inactive and Kir21 block -1.1.
For CCC(=O)NC(=Nc1nc2ccccc2s1)NC(=O)CC the results were KCNQ2 inh inactive and Kir21 block 2.
For Cc1ccc(C(=O)N[C@H](C(=O)N2CCN(c3ccccc3F)CC2)C(C)C)cc1 the results were KCNQ2 inh inactive and Kir21 block 0.9.
`CC(=O)CSc1ncnc2scc(-c3ccc(F)cc3)c12` gave KCNQ2 inh inactive and Kir21 block 0.41.
Cc1ccc(/C=c2\sc3n(c2=O)CN(c2cccc(Br)c2)CN=3)o1 was read as KCNQ2 inh inactive and Kir21 block 0.33.
`COc1cc(N2CCCC2)c(OC)cc1/C=C(/C#N)c1ccc(Br)cc1` gave KCNQ2 inh inactive and Kir21 block -1.5.
`O=c1[nH]c(/C=C\c2cccc(O)c2)nc(O)c1[N+](=O)[O-]` gave KCNQ2 inh inactive and Kir21 block -0.44.
`Cc1ccc2nc(-c3ccc(NS(C)(=O)=O)cc3)cc(-c3ccccc3)c2c1` gave KCNQ2 inh inactive and Kir21 block 0.05.
COc1ccc([N+](=O)[O-])c(S(=O)(=O)c2ccc(Cl)cc2)n1 was read as KCNQ2 inh -9.9* and Kir21 block -4.6*.
`Oc1ccc(/C=N/n2c(-c3ccco3)csc2=Nc2cccnc2)c(O)c1` gave KCNQ2 inh inactive and Kir21 block -0.52.
`O=C(C(O)c1ccccc1)N1N=C(c2ccccc2)CC1(O)C(F)(F)F` (stereo not drawn) gave KCNQ2 inh inactive and Kir21 block -2.
O=C(Oc1ccccc1C(=O)N1CCOCC1)c1ccc(F)cc1 was read as KCNQ2 inh inactive and Kir21 block -1.4.
For O=C(NC12CC3CC(CC(C3)C1)C2)c1cc([N+](=O)[O-])ccc1Cl the results were KCNQ2 inh inactive and Kir21 block 1.6.
For Cc1n[nH]c(C)c1S(=O)(=O)N1CCCC(C(=O)Nc2ccc(Br)cc2)C1 (stereo not drawn) the results were KCNQ2 inh inactive and Kir21 block -1.7.
CCN(c1ccc(OC)cc1)S(=O)(=O)c1ccc(-c2cc(C)no2)s1 was read as KCNQ2 inh inactive and Kir21 block -0.86.
For CC(=O)N1CCN(C(=O)CC2OC(=O)c3ccccc32)CC1 (stereo not drawn) the results were KCNQ2 inh inactive and Kir21 block -0.98.
`Cc1ncc(CO)c2c1Oc1nc(-c3ccccc3)nc(SCC(=O)N3CCOCC3)c1C2` gave KCNQ2 inh inactive and Kir21 block 0.56.
`CCOc1ccc2oc(C(=O)NNC(=O)c3ccccc3O)c(C)c2c1` gave KCNQ2 inh inactive and Kir21 block -0.01.
Screening O=C(NCC(=O)N(c1cccnc1)C(C(=O)NC1CCCCC1)c1cccnc1)c1ccco1 (stereo not drawn) returned KCNQ2 inh inactive and Kir21 block 2.
Screening Cc1ccc(C2(CCNS(=O)(=O)c3ccc(C)cc3)CCOC(C(C)C)C2)cc1 (stereo not drawn) returned KCNQ2 inh inactive and Kir21 block -0.37.
COc1ccc(CC(=O)Oc2ccccc2C)cc1S(=O)(=O)N1CCOCC1 was read as KCNQ2 inh inactive and Kir21 block 1.1.
CCn1nc(C)c(/C=N/NC(=O)CSc2ccccn2)c1C was read as KCNQ2 inh inactive and Kir21 block -1.1.
Screening Cc1ccc(NC(=O)CN2CCCCCC2)cc1[N+](=O)[O-] returned KCNQ2 inh inactive and Kir21 block 0.43.
COc1ccc(NC(=O)N2CCN(c3ccc([N+](=O)[O-])cc3)CC2)cc1 was read as KCNQ2 inh inactive and Kir21 block 0.93.
For O=C(NCC1CCCO1)c1cccc(NC(=O)c2ccco2)c1 (stereo not drawn) the results were KCNQ2 inh inactive and Kir21 block 0.09.
Screening O=C(Oc1coc(CSc2nnc(NC(=O)C3CC3)s2)cc1=O)c1c(F)cccc1F returned KCNQ2 inh inactive and Kir21 block 0.77.
COc1ccccc1-n1cnnc1SCC(=O)Nc1nc(C)c(Cl)cc1Cl was read as KCNQ2 inh inactive and Kir21 block 2.
For Cc1ccc(-c2nnc(SCC(=O)Nc3ccc(S(=O)(=O)N4CCCCCC4)cc3)o2)cc1 the results were KCNQ2 inh inactive and Kir21 block 0.62.
`CCCn1c(N)c(C(=O)CSc2nnc(-c3cccnc3)n2-c2ccc(C)cc2C)c(=O)[nH]c1=O` gave KCNQ2 inh inactive and Kir21 block -1.4.
Screening O=C(Cc1ccccc1)NC(=S)Nc1ccc2oc(-c3ccccc3)nc2c1 returned KCNQ2 inh inactive and Kir21 block -1.1.
`CCCc1ccc(OC(=O)c2cccs2)cc1` gave KCNQ2 inh inactive and Kir21 block -0.43.
`Cc1ccc(S(=O)(=O)Nc2cc(=O)[nH]c(SCC(=O)Nc3cccc(C)c3)n2)cc1` gave KCNQ2 inh inactive and Kir21 block 3.
`CSCCCNC(=S)N1CCN(c2ccc(C(C)=O)cc2)CC1` gave KCNQ2 inh inactive and Kir21 block -0.06.
Screening CSCCC(NC(=O)c1ccccc1Cl)C(=O)NCCOc1ccccc1 (stereo not drawn) returned KCNQ2 inh inactive and Kir21 block 2.4.
CC(C)CNC1=C(C(=S)Nc2ccccc2)C(=O)CC(C)(C)C1 was read as KCNQ2 inh inactive and Kir21 block 0.76.
For Cc1ccccc1NC(=O)CC1c2ccccc2CC(C)(C)N1C (stereo not drawn) the results were KCNQ2 inh inactive and Kir21 block -0.31.
`COc1ccc(C(=O)O)cc1S(=O)(=O)N(C)CCc1cccnc1` gave KCNQ2 inh inactive and Kir21 block -1.1.
Cc1c(C(=O)O)oc2c1ccc1ccccc12 was read as KCNQ2 inh inactive and Kir21 block 2.4.
COc1ccc2c(c1)c(=O)c(C(=O)c1ccccc1)cn2Cc1ccccc1 was read as KCNQ2 inh inactive and Kir21 block 1.4.

A draw from above in order of count of non-hydrogen atoms, high to low:
`CCCn1c(N)c(C(=O)CSc2nnc(-c3cccnc3)n2-c2ccc(C)cc2C)c(=O)[nH]c1=O` gave KCNQ2 inh inactive and Kir21 block -1.4.
Screening O=C(Cc1ccccc1)NC(=S)Nc1ccc2oc(-c3ccccc3)nc2c1 returned KCNQ2 inh inactive and Kir21 block -1.1.
CC(C)CNC1=C(C(=S)Nc2ccccc2)C(=O)CC(C)(C)C1 was read as KCNQ2 inh inactive and Kir21 block 0.76.
Cc1c(C(=O)O)oc2c1ccc1ccccc12 was read as KCNQ2 inh inactive and Kir21 block 2.4.

Continuation.
For COc1ccc2cc(-c3ccccc3)c(=O)oc2c1 the results were KCNQ2 inh inactive and Kir21 block 1.9.
For O=C(Nc1ccc(Cl)cc1)C1CC=CCC1C(=O)OCC(F)(F)C(F)F (stereo not drawn) the results were KCNQ2 inh inactive and Kir21 block 1.1.
CC1CC(=O)N(Cc2ccccc2)c2ccccc2N1C=O (stereo not drawn) was read as KCNQ2 inh inactive and Kir21 block -0.14.
`O=C(O)CCCn1cc(NC(=O)COc2cccc(Cl)c2)cn1` gave KCNQ2 inh inactive and Kir21 block -0.43.
Screening Cc1cc2nc(/N=C(\N)NC(=O)C(C)C)nc(C)c2cc1C returned KCNQ2 inh inactive and Kir21 block -0.19.
`O=C(CCNS(=O)(=O)c1ccccc1)OCc1nc2ccsc2c(=O)[nH]1` gave KCNQ2 inh inactive and Kir21 block 0.52.
For CC(=O)Nc1ccc(S(=O)(=O)Nc2ccc(Cc3ccncc3)cc2)cc1 the results were KCNQ2 inh inactive and Kir21 block 0.5.
`CCOC(=O)c1sc2ncn(/N=C/N(C)C)c(=O)c2c1C` gave KCNQ2 inh inactive and Kir21 block -1.1.
For O=C(NCCCNCc1ccccc1)c1ccncc1 the results were KCNQ2 inh inactive and Kir21 block 0.27.
Screening CC(C)C1(C)C(=O)N=C2c3ccccc3C(=O)N21 (stereo not drawn) returned KCNQ2 inh inactive and Kir21 block 1.1.
`CC(OC(=O)c1ccc(NS(=O)(=O)c2cccs2)cc1)C(=O)N(C)C1CCCCC1` (stereo not drawn) gave KCNQ2 inh inactive and Kir21 block 1.3.
Screening COc1cccc(OC)c1C(=O)Nc1sc2c(c1C#N)CCC2 returned KCNQ2 inh inactive and Kir21 block 0.42.

By substructure: the entries above containing a nitro group on carbon.
For CCCC(CCC(=O)Nc1cccc([N+](=O)[O-])c1)C(=O)O (stereo not drawn) the results were KCNQ2 inh inactive and Kir21 block 2.
O=C1C2CC=CCC2C(=O)N1c1ccc(NCCc2ccccc2)c([N+](=O)[O-])c1 (stereo not drawn) was read as KCNQ2 inh inactive and Kir21 block -1.1.
`O=c1[nH]c(/C=C\c2cccc(O)c2)nc(O)c1[N+](=O)[O-]` gave KCNQ2 inh inactive and Kir21 block -0.44.
COc1ccc([N+](=O)[O-])c(S(=O)(=O)c2ccc(Cl)cc2)n1 was read as KCNQ2 inh -9.9* and Kir21 block -4.6*.
For O=C(NC12CC3CC(CC(C3)C1)C2)c1cc([N+](=O)[O-])ccc1Cl the results were KCNQ2 inh inactive and Kir21 block 1.6.
Screening Cc1ccc(NC(=O)CN2CCCCCC2)cc1[N+](=O)[O-] returned KCNQ2 inh inactive and Kir21 block 0.43.
COc1ccc(NC(=O)N2CCN(c3ccc([N+](=O)[O-])cc3)CC2)cc1 was read as KCNQ2 inh inactive and Kir21 block 0.93.
